# H9c2 TAG inh = triacylglycerol accumulation inhibition. H9c2 cells, Nile Red lipid (TAG) fluorescence; cells loaded with 200 µM oleic acid. inhibition, % at 12.5 µM. 230,000 compounds, 0.66% hits. AID 651582;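 active means pattern-corrected inhibition of lipid staining of at least 50% with the nuclear-stain viability signal not falling by more than 50%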;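 further: 0% = DMSO wells and 100% = triacsin C control wells; some results filed as inactive read as strong as hits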
# H9c2 TAG inh DAPI viability = second read-out of H9c2 TAG inh, no call of its own (marks repeat the call); DAPI nuclei signal change (viability), lower = more cytotoxic, %;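 whole-well DAPI fluorescence read on a plate reader as a viability signal; minus 50 percent equals half of cells still viable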
# Active calls of the source: *. The list is partial; count on the stated rates, not on these rows.
SMILES,H9c2 TAG inh,H9c2 TAG inh DAPI viability
COc1cc(C(=O)N2CCCCC2c2cc(C(=O)N3CCOCC3)no2)cc(OC)c1C (configuration not stated),12.6,-5.7
CCC(O)(CC)C(=O)NN(C(=O)CCl)c1ccccc1,20.5,-9.5
COc1cc(C(=O)NCCOc2cccc3cccnc23)cc(OC)c1OC,-5.9,12.7
O=C(N/C(=C\c1ccccc1Cl)C(=O)N1CCOCC1)c1ccc([N+](=O)[O-])cc1,-16.1,5.4
CCN(CC)S(=O)(=O)c1ccc(N2CC(C(=O)N3CCOCC3)CC2=O)cc1 (configuration not stated),15.2,-2.7
CC(C)Cc1oc(C(=O)O)cc1CN1CCOCC1,4.6,-7.3
Cc1cc(C(=O)NNC(=O)c2ccc(Cl)cc2)c2ccccc2n1,10.9,1.2
CN1CCN(CCCNC(=O)CCC(=O)N2CCOc3ccccc32)CC1,0.0,-2.9
Cc1cc(NC(=O)CS(=O)(=O)c2cn(C)c3ccccc23)no1,12.0,1.6
CCCn1c(NC(=O)C2COc3ccccc3O2)nc2ccccc21 (configuration not stated),-100.0,2.9
O=C(Nc1ccc(Cl)c(S(=O)(=O)N2CCOCC2)c1)[C@@H]1CCCN1C(=O)c1cccs1,10.1,-9.5
COc1ccc(/C=N/NC(=O)c2ccc(Cn3cc([N+](=O)[O-])cn3)o2)cc1O,3.8,5.9
COCCOc1cc(N)c(Cl)cc1Cl,12.7,-1.3
CCn1c(=O)n(CC(=O)N(C)Cc2ccccc2)c(=O)c2ccccc21,-3.9,-0.3
CN(C)C(=O)Oc1ccc[n+](C)c1,-12.4,3.2
Cc1cc(C)n(C2CC(=O)N(c3cc(Cl)cc(Cl)c3)C2=O)n1 (configuration not stated),-1.5,-1.3
COc1ccc(NC(=O)c2cccc3c(-c4cnn(C)c4)coc23)cc1,-10.2,3.8
CCOC(=O)C1(Cc2cccc(OC)c2)CCN(Cc2cnc(C)s2)CC1,5.0,9.6
C=CCNC(=S)NNC(=O)c1cc(Cl)ccc1OC,4.0,-0.9
C[C@@H]1CN([C@H](C)CO)C(=O)Cc2cc(NC(=O)Nc3ccccc3)ccc2O[C@@H]1CN(C)Cc1ccc2c(c1)OCO2,7.9,4.3
COc1ccc(C2(C(=O)N3CCOCC3)CCCC2)cc1,-6.3,10.5
COc1cc(OC)c(NC(=O)CCc2nc(-c3ccc(C)cc3)no2)cc1Cl,5.0,-7.6
CCCCOc1ccc(C2/C(=C(\O)c3ccc4c(c3)OCCO4)C(=O)C(=O)N2CCCN2CCOCC2)cc1 (configuration not stated),10.6,-0.5
O=C(Cc1ccccc1)NC1CCSc2ccccc21 (configuration not stated),7.9,-11.1
COc1cccc(-c2sc3ccc(OC)cc3c2C#CC2(O)CCCCC2)c1,-5.2,12.3

# The results go on:
SMILES,H9c2 TAG inh,H9c2 TAG inh DAPI viability
COc1cccc(/C=N/Nc2nc(Nc3ccccc3)nc(-n3nc(C)cc3C)n2)c1O,127.7,-59.8
COCc1ccc(-c2c(-c3ccc(OC)cc3)oc(=O)c3cc(OC)c(OC)cc23)cc1,30.3,-7.3
Cc1ccc(C)c(NC(=O)COC(=O)c2ccc(S(=O)(=O)N3CCCCC3)cc2)c1,-9.7,11.3
COc1cccc(-c2csc3nc[nH]c(=O)c23)c1,6.8,-17.6
COc1cc(C(=O)OCCCN=C2NS(=O)(=O)c3ccccc32)cc(OC)c1OC,-6.0,5.4
Cc1cccc(NC(=O)COC(=O)CN2CCCCCC2=O)c1C,6.9,-13.5
C=C(Br)Cn1c(CCC)nc2ccccc21,-13.7,-4.2
CC(C)NC(=O)COc1ccc(OCc2ccccc2)cc1,-8.7,-4.3
COc1ccccc1CCC(=O)Nc1ccc(S(=O)(=O)Nc2nccs2)cc1,3.1,-2.3
COc1cccc(NC(=S)NC(Cc2ccccc2)c2ccccc2)c1 (configuration not stated),-27.8,-3.9
O=C(NCc1csc(-c2cccs2)n1)c1cccc(Cl)c1,-13.4,-1.8
O=C1CCCN1C(=O)COc1cc(F)ccc1[N+](=O)[O-],-14.4,3.3
COCc1cccc(-c2csc(C(O)c3cccc(OC)c3)n2)c1 (configuration not stated),-19.2,8.3
Cc1cccnc1NC(=O)c1ccc(NS(=O)(=O)/C=C/c2ccccc2)cc1,2.4,0.5
CCOC(=O)c1c(NC(=O)CSc2nccc(=O)[nH]2)sc(C)c1C,1.0,-3.9
CCc1ccccc1NC(=O)CNC(=O)c1n[nH]c(=O)c2ccccc12,-2.0,-4.8
COC(=O)Cc1cc(=O)n2[nH]c(C)nc2n1,-6.2,6.2
COc1ccc(C(C)(O)c2nc(-c3cccc(O)c3)cs2)cc1 (configuration not stated),-11.6,-3.4
O=C(CSc1ccc(Br)cc1)NC1CCCCCC1,10.9,-12.6
COc1ccc(C(CNC(=O)c2cc3c(s2)CCC(C)C3)N2CCCC2)cc1 (configuration not stated),10.6,12.2
Clc1c(Cl)c(Cl)c2n[nH]nc2c1Cl,-1.8,7.0
Cc1cccc(C(=O)Oc2ccccc2C(=O)N2CCOCC2)c1,4.2,-5.2
COc1cccc(NC(=O)CSc2nc3ccccc3c(=O)n2CCCC(=O)NCCCN2CCOCC2)c1,1.4,-4.6
COC(=O)c1ccc(NC(=O)CCCN2C(=O)NC(C)(C)C2=O)cc1,1.9,-1.6
CCCNC(=O)[C@H](C)NC(=O)c1ccc(Br)cc1,-17.9,4.0

# Looked up above.
# COc1ccc(NC(=O)c2cccc3c(-c4cnn(C)c4)coc23)cc1 in H9c2 TAG inh is listed with -10.2
# C[C@@H]1CN([C@H](C)CO)C(=O)Cc2cc(NC(=O)Nc3ccccc3)ccc2O[C@@H]1CN(C)Cc1ccc2c(c1)OCO2 in H9c2 TAG inh DAPI viability is listed with 4.3

# Continued:
SMILES,H9c2 TAG inh,H9c2 TAG inh DAPI viability
Cc1ccc(-n2ncc3c(=O)n(-c4ccc(C)c(C)c4)c(-c4ccco4)nc32)cc1,-5.9,-5.5
CCc1nc2sc(C(C)=O)c(N)c2c2c1CCCC2,2.8,6.6
CCC1(CC)SCCNC1=O,3.7,5.3
O=C(c1ccc2nc(Cc3cccc(Cl)c3)oc2c1)N1CCOCC1,-0.2,1.4
COc1ccc(C2N3CC4(C)CN2CC(C)(C3)C4O)cc1OC (configuration not stated),0.8,1.8
CCCNC(=O)C(Cc1ccccc1C)NC(=O)c1ccc(C#N)cc1 (configuration not stated),-13.0,-7.5
COc1ccc(CN2C(=O)N(c3ccc(OC)cc3)C(=O)C2CC(=O)Nc2ccccc2)cc1 (configuration not stated),-6.4,-4.6
O=C(CN1CCN(C(=O)c2ccco2)CC1)Nc1cccc(S(=O)(=O)N2CCCC2)c1,-0.1,0.3
COc1ccc(C2(C)CC(C)(C)Nc3ccccc32)cc1 (configuration not stated),-11.3,3.5
CC1CCN(S(=O)(=O)c2ccc(C(=O)N3CCCC(C(F)(F)F)C3)cc2)CC1 (configuration not stated),-10.1,-6.8
CC(=O)Nc1ccc2c(c1)C(=Nc1ccc(C)cc1)c1ccccc1-2,8.2,0.3
COc1cc(OC)cc(C(=O)N[C@H](C(=O)NC2CCCc3ccccc32)C(C)C)c1 (some centres not stated),-13.6,-2.7
COc1ccccc1N(CC(=O)NCCSCc1ccccc1)S(=O)(=O)c1ccccc1,-0.2,-4.5
CCCCOc1ccc(/C=C/C2=CC(C)(C)NC(=S)N2)cc1OCC,-30.0,15.0
COc1cccc(NC(=O)Cc2ccccc2)c1,-17.3,1.6
Cc1cc(C)c(C)c(S(=O)(=O)N2CCN(C)CC2)c1C,7.7,2.4
N#Cc1cc(-c2ccccc2)oc1NC(=O)c1ccccc1,24.7,-5.9
Cn1c(=O)c2c(SCC(=O)N3CCOCC3)nc(C3CC3)nc2n(C)c1=O,2.1,0.2
CC1CCC2(CC1)NC(=O)N(CC(=O)c1cn(CCC#N)c3ccccc13)C2=O (configuration not stated),22.5,-7.3
CCSCc1nc(N)nc(NCCc2ccccc2)n1,-10.1,0.3
COc1ccc(CC(=O)Nc2ccc(N3CCOCC3)cc2)cc1S(=O)(=O)N1CCOCC1,-6.8,3.8
Cn1c(N)c(C(=O)COC(=O)COc2ccc(Cl)cc2)c(=O)n(C)c1=O,-22.2,-0.3
CCn1c(SCC(=O)Nc2ccc(Cl)cc2)nnc1C1CC1,-0.1,-6.9
CN1CN(C)c2cccc3cccc1c23,-8.4,4.1
Cc1nnc(SC(C)C#N)n1-c1ccccc1 (configuration not stated),8.8,-4.6

# Next part, starting with the last two of the part before.
SMILES,H9c2 TAG inh,H9c2 TAG inh DAPI viability
CN1CN(C)c2cccc3cccc1c23,-8.4,4.1
Cc1nnc(SC(C)C#N)n1-c1ccccc1 (configuration not stated),8.8,-4.6
COc1cc(/C=C/c2noc(-c3ccccc3O)n2)ccc1OC(C)=O,18.7,-9.2
CCCC[C@@H]1C=C(C(=O)O)[C@H](c2ccc(Br)cc2)N1S(=O)(=O)c1ccc(C)cc1,6.1,3.9
CCOC(=O)C(NC(=O)CC)(Nc1nc2c(s1)CCCC2)C(F)(F)F (configuration not stated),-1.6,13.8
CCCS(=O)(=O)N1CCC(C(=O)NCCCN(C)Cc2ccccc2)CC1,7.9,5.8
COc1ccc(-c2cc(CNc3nc(NCc4ccccc4OC)nc4ccsc34)on2)cc1,8.3,13.0
CCN(CC)c1nc(SCC(=O)O)nc(N(CC)CC)n1,3.2,29.0
CCCS(=O)(=O)NC(=O)C1(C)CCCN(C(=O)c2cccs2)C1 (configuration not stated),6.2,1.2
COc1ccccc1N1CCN(C(=O)c2oc3cc(C)cc(C)c3c2C)CC1,-17.7,-2.7
Cc1cc(C)n2cc(COc3ccccc3)nc2n1,4.1,20.5
CC(C)CN1CCN(Cc2ccc(C#CC(C)(C)O)cc2)CC1CCO (configuration not stated),-0.4,3.7
Cc1cc(=O)[nH]c(SCc2cccc(F)c2)n1,-9.1,6.6
CC(NS(=O)(=O)OCC(Cl)(Cl)Cl)c1ccc(C(C)(C)C)cc1 (configuration not stated),-11.8,5.1
CC=Cc1cc(OC)c2c(c1)C(C)C(c1ccc(O)c(OC)c1)O2 (configuration not stated),4.0,-12.3
Nc1nc(-c2ccc(Cl)cc2)nnc1-c1ccc(Br)cc1,-9.5,-0.8
CCOc1ccc2nc(SCC(=O)N3CCCCCC3)c(C#N)cc2c1,4.4,4.3
CC12C=CC(=O)C=C1CCC1C3CCC(O)(C(=O)CO)C3(C)CC(O)C12F (configuration not stated),35.2,17.2
CC1CCCN(S(=O)(=O)c2ccc(C(=O)Nc3nnc(C4=COCCO4)o3)cc2)C1 (configuration not stated),0.1,-1.5
C/C(=N\NC(=O)c1cc(-c2ccncc2)nc2ccccc12)c1ccc(N2CCOCC2)cc1,-6.3,-2.4
COc1ccc([C@H]2C[C@H](O)[C@@H](n3cc(C4CC4)nn3)CN2CC2CCCCC2)cc1,-11.4,-3.0
CCOC(=O)c1cnc(SC)nc1Sc1ccc(Cl)cc1Cl,-10.5,1.4
CS(=O)(=O)c1sc(C(=O)NC(=O)Nc2cccc(C(F)(F)F)c2)c2c1C=CCC2,-9.9,5.0
COc1ccccc1NS(=O)(=O)c1cc(NC(=O)c2[nH]c(C)c(C(C)=O)c2C)ccc1N1CCOCC1,33.4,0.9
O=C(CC1Sc2ccccc2NC1=O)Nc1cccc(-c2nnc3n2CCCCC3)c1 (configuration not stated),-10.3,-7.5
CN(C)c1ncc([N+](=O)[O-])cc1C(F)(F)F,-11.5,11.1
Cc1ccc(-n2cnc3scc(-c4cccs4)c3c2=O)cc1,-60.2,-7.1

# (list continues)
SMILES,H9c2 TAG inh,H9c2 TAG inh DAPI viability
O=C(CC1(O)CCCCC1)OC1CCCC1,-25.0,1.6
CCCCN1C(=O)NC2NC(=O)NC21 (configuration not stated),2.3,-4.6
C=CCN1C(=O)C2C(C(=O)NC)C3C=CC2(O3)C1C(=O)NCc1ccc(OC)cc1 (configuration not stated),10.5,-8.5
CC1=NNC(=O)C1Cc1ccc(F)cc1 (configuration not stated),-2.7,0.1
C#CCOCCOCCOCCNc1nc(N2CCN(C(=O)[C@H](CCCCN)n3cc(CC(C)O)nn3)CC2)nc(N2CCN(C(=O)[C@H](CCCCN)n3cc(CC(C)O)nn3)CC2)n1 (some centres not stated),0.3,4.9
CC(=O)N/N=C/c1cc2c(cc1[N+](=O)[O-])OCO2,-6.9,3.8
CC[N+]1=C(C)C(C)(C)c2cc(C)ccc21,-20.0,-12.9
COc1ccc(CCNc2nnc(Sc3nnnn3-c3ccccc3)s2)cc1OC,96.8*,-35.1*
NC(CCc1ccccc1)c1csc(NC(=O)NCCc2ccccc2)n1 (configuration not stated),44.6,-11.1
O=C(Nc1cccc(-n2cnnn2)c1)c1ccco1,-6.1,-5.5
CCc1ccccc1S(=O)(=O)Cc1ccc(C(=O)N2CCN(c3ccccn3)CC2)o1,5.1,-10.8
O=C(CN1C(=O)c2ccccc2S1(=O)=O)NCCC1=CCCCC1,5.8,-4.0
Cc1ccc(C)c(NC(=O)C(=O)NCC2CCCN2S(=O)(=O)c2cccs2)c1 (configuration not stated),-23.4,2.3
Cc1ccc(C)c(OCC(O)CN2CCCCC2C)c1 (configuration not stated),15.0,-1.2
O=C(N/N=C/c1c(O)n(Cc2ccco2)c(=O)[nH]c1=O)c1ccccc1,14.1,-1.8
CCCOc1ccc(C(CC(=O)O)NC(=O)c2ccc3c(c2)OCO3)cc1 (configuration not stated),-26.7,7.3
CCCCn1c(SCc2ncc(-c3ccccc3)o2)nc2cc(S(N)(=O)=O)ccc21,8.4,7.2
CSc1ccc(CNC(=O)c2c(C)noc2C)s1,-1.7,-6.9
Cn1c(Cc2cccc3ccccc23)nnc1SCC(=O)N1CCN(c2cccc(Cl)c2)CC1,0.8,-1.2

# 4 records picked at random from the list so far, as already listed:
SMILES,H9c2 TAG inh,H9c2 TAG inh DAPI viability
C=CCN1C(=O)C2C(C(=O)NC)C3C=CC2(O3)C1C(=O)NCc1ccc(OC)cc1 (configuration not stated),10.5,-8.5
CC(=O)N/N=C/c1cc2c(cc1[N+](=O)[O-])OCO2,-6.9,3.8
C#CCOCCOCCOCCNc1nc(N2CCN(C(=O)[C@H](CCCCN)n3cc(CC(C)O)nn3)CC2)nc(N2CCN(C(=O)[C@H](CCCCN)n3cc(CC(C)O)nn3)CC2)n1 (some centres not stated),0.3,4.9
O=C(Nc1cccc(-n2cnnn2)c1)c1ccco1,-6.1,-5.5

# Screening data from PubChem.
